From PubChem BioAssay
Glioma ERSR ind: inducers of ER stress response in human glioma cells; 420,000 tested, 0.02% active; AID 602332; U87-MG GRP78 promoter luciferase reporter, 16 h; Potency, µM, for inactives: at the top dose activation, usual class: activators; further: potency means the concentration at half of the fitted maximal effect; series mostly up to about 76 µM; % of control where 0% means no effect; nearly all actives have a fitted effect of over 35% in size
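Stably transfected U87-MG human glioma cells carrying a GRP78-based luminescent sensor were seeded at 1000 cells/well, pin-dosed with compounds and incubated 16 h. Luciferase reagent was then added, and end-point luminescence was read after 10 min at room temperature.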
D1 antagonist: blocks dopamine activation of the human D1 receptor; 360,000 tested, 3.2% active; P21728; HEK293 TREx D1 cells, calcium flux, dopamine EC80; hits give low values; activity change, negative = inhibition, % at 10 µM; AID 504652; in the data active means activity change below about -30%; further: on the % scale 0 is the no-effect control and ±100 the full control effect
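Cells carrying a force-coupled, tetracycline-inducible human D1 receptor report calcium flux. Each well gets a 10 s baseline, compound with 180 s monitoring, then an EC80 dopamine stimulus with a second 180 s kinetic read.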
RXFP1 antagonist: antagonists of human relaxin receptor RXFP1. HEK293-RXFP1, relaxin-stimulated cAMP HTRF, 30 min; hits give low values. activity change, negative = inhibition, % at 57.5 µM. 350,000 tested, 0.59% active;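 active means activity change of -60% or lower, but not beyond a set lower limit; inconclusive means change between -60% and -40%, or beyond the set limit; inactive means change above -40%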; further: on the % scale 0 is the no-effect control and ±100 the full control effect
Target sequence (Q9HBX9 whole entry, looked up): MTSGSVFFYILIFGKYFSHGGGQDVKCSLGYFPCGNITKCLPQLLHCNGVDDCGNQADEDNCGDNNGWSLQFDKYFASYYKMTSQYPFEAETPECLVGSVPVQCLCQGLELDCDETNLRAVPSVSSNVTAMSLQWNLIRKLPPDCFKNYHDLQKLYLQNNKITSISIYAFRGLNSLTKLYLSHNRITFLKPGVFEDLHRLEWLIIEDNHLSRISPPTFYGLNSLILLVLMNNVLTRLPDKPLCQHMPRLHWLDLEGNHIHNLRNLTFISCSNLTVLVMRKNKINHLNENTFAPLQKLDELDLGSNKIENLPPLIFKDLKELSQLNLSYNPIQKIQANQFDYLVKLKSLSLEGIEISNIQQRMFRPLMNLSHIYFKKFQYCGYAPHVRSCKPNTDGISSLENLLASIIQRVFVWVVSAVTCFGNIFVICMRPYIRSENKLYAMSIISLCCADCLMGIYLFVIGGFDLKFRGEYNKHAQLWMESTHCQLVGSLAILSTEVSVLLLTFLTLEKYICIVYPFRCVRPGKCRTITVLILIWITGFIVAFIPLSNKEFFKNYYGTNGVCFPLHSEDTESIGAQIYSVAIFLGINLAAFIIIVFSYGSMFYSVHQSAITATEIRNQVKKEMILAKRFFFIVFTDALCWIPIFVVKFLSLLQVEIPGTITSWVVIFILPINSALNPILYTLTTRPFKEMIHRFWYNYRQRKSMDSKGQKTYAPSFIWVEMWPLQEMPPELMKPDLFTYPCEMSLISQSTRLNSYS
D1 ag: human D1 receptor agonism; HEK293 T-REx D1 cells, calcium flux, agonist mode; activation, % at 2 µM; P21728; AID 504660; 360,000 tested, 1% active; in the data active means activation above about 30%; further: 0% is about no effect
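Inducible HEK293 T-REx D1 cells, force-coupled to calcium signalling, were plated at 4000 cells/well with tetracycline and held overnight at 30 C. After no-wash calcium dye loading, compound-evoked calcium rise over 180 s flagged agonists.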
D2 PAM: D2 dopamine receptor (human) potentiation | 340,000 tested, 0.34% active | AID 485347 | HEK293 T-REx D2, calcium flux, EC20 dopamine potentiation | P14416 | potentiation, % at 10 µM;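 active means potentiation over 3 SD above the plate norm, cut at about 30% in these data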; further: 0% is about no effect
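Using a no-wash calcium dye in inducible, force-coupled HEK293 Trex cells expressing D2, we tracked fluorescence each second for 180 s after compound, then for 180 s after EC20 dopamine to detect augmented signalling.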
RXFP1 ag: activates the human relaxin receptor RXFP1; HEK293T-RXFP1 cAMP TR-FRET, 30 min; response scale: percent of porcine relaxin response, buffer zero; Potency, µM (titrated, usually from 57.5 µM), without a hit: at the top dose activation, usual class: activators; 370,000 tested, 0.3% active; further: potency means the concentration at half of the fitted maximal effect; on the % scale 0 is the no-effect control and ±100 the full control effect; nearly all actives have a fitted effect of over 60% in size; many of its hits are not listed in these tables
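HEK293T cells stably expressing RXFP1 were pretreated with the PDE4 inhibitor Ro 20174, exposed to compounds for 30 min at 37C, lysed, and cAMP was read by TR-FRET. Data normalized to buffer (basal) and 29 nM porcine relaxin (100%).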
D1 potentiator: potentiators of human D1 dopamine receptor; HEK293 TREx D1 cells, calcium flux, dopamine EC20 potentiation; P21728; AID 504651; 360,000 tested, 0.036% active; potentiation, % at 10 µM; in the data active means potentiation above about 30%; further: 0% is about no effect
Vif-APOBEC3F blk: Vif-A3F binding inhibition | Potency, µM (titrated, usually from 46.1 µM), without a hit: at the top dose activity, negative = active | 390,000 tested, 0.2% active | HeLa A3F-eYFP + Vif (tagged APOBEC3F with the HIV-1 protein that degrades it), YFP fluorescence increase | AID 602313; further: potency means the concentration at half of the fitted maximal effect; % of control where 0% means no effect; nearly all actives have a fitted effect of over 65% in size
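HeLa cells stably expressing A3F-eYFP plus Vif, plated and incubated overnight at 37 deg C, then exposed to compounds overnight at 37 deg C. Blocked degradation read as raised yellow fluorescence (Ex 488/Em 500-530).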
Vif-APOBEC3G blk: Vif-A3G binding inhibition; Q9HC16; HeLa A3G-eYFP + Vif (tagged APOBEC3G with the HIV-1 protein that degrades it), YFP fluorescence, overnight; Potency, µM (top dose mostly 46.1 µM), for the others: at the highest dose activity, negative = active, actives largely listed as inhibitors; 410,000 tested, 0.076% active; AID 602310;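 further: potency means the concentration at half of the fitted maximal effect; on the % scale 0 is the no-effect control and ±100 the full control effect; nearly all actives have a fitted effect of over 60% in size; hits raise eYFP signal because A3G escapes Vif-driven loss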
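Read-out is eYFP fluorescence (Ex 488/Em 500-530) from Vif-expressing HeLa A3G-eYFP cells; more signal means A3G escaped Vif-mediated degradation. Cells plated overnight, compound pinned in, incubated overnight at 37 deg C.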
Active calls of the source: *; ? = inconclusive; / = not tested or not shown. Unless noted, the call rests on the fitted dose curve; in most records, active means well fitted curve in the direction sought with a large enough effect; inconclusive means small, poorly fitted or top-dose-only effect, or another doubt; inactive means no such curve, though single readings can be large; an effect the other way counts as inactive or inconclusive. A portion of the library (hit frequency here may not be typical).

SMILES	Glioma ERSR ind	D1 antagonist	RXFP1 antagonist	D1 ag	D2 PAM	RXFP1 ag	D1 potentiator	Vif-APOBEC3F blk	Vif-APOBEC3G blk
O=C(Nc1nnc(-c2ccccc2)o1)Nc1ccccc1Cl	1%	52	/	14	0	0.9%	11	3%	-2%
COc1ccc(S(=O)(=O)N2CCOCC2)cc1NC(=O)c1ccc(SC)cc1OC	-1%	/	-5	/	/	/	/	0%	4%
COc1ccc(CCNC(=O)CC2C(=O)NCCN2CC(C)(C)C)cc1 (stereo not given)	-5%	3	13	1	3	-1.4%	0	-5%	-3%
COc1ccc(CC(=O)NC(=S)Nc2ccc(S(=O)(=O)NC(C)(C)C)cc2)cc1	-3%	-2	3	16	6	3.3%	7	1%	2%
O=C(C1CCCN(S(=O)(=O)c2cccc3nsnc23)C1)N1CC=C(c2ccccc2)CC1 (stereo not given)	-7%	-20	-3	8	13	3.9%	-2	4%	7%
Cc1ccc(C(=O)NC2CCN(CC(=O)NC3CCC(C)CC3)CC2)cc1 (stereo not given)	1%	-22	-22	1	21	-0.1%	-3	2%	-5%
CCOc1cc(NC(=S)NCCCN2CCOCC2)c(OCC)cc1NC(=O)CC(C)C	-3%	3	16	0	27	3.7%	-5	6%	-5%
O=C1C(=O)N(Cc2ccccc2)C(=O)N1CCOc1ccccc1	0%	14	-6	3	-5	2.0%	0	7%	-23%
O=C(O)c1cccc(N/N=C/c2ccc(-c3ccccc3)cc2)c1	-13%	-17	-6	4	-2	-0.2%	0	1%	-1%
CCCc1nnc(NC(=O)CCC(=O)N2CCCCC2)s1	-2%	-8	-6	3	-1	-0.8%	2	-8%	3%
O=C(NC1CCN(C(=O)Nc2ccccc2Cl)CC1)c1ccco1	-3%	1	-7	1	-5	-0.4%	0	3%	-2%
Cc1ccc(N2C(=O)CC(Nc3ccc(Cl)c(S(=O)(=O)N(C)C)c3)C2=O)c(C)c1 (stereo not given)	-3%	12	0	0	-8	-0.1%	0	-8%	4%
O=C(O)c1ccc(N2CCN(c3ccc(Cl)cc3)CC2)c([N+](=O)[O-])c1	-5%	7	2	5	0	5.7%	1	2%	5%
CCCN=Cc1sc2ccc(OCC)cc2c1O	3%	-2	-10	3	-4	0.0%	-6	0%	1%
Clc1ccc(-c2cnc(Oc3ccccc3)nc2)cc1	-5%	-3	7	1	0	-0.4%	-4	-1%	1%
CSc1ccc(CN(C)C(=O)c2cc(Cl)c3c(c2)OCCO3)cc1	-1%	-2	-5	1	-4	2.9%	-7	1%	-7%
CCCNC(=O)c1ccccc1NC(=O)c1ccc2c(=O)n3c(nc2c1)CCC3	-2%	4	?	1	-4	0.3%	-1	3%	-5%
CC12CCC(C(=O)Nc3ccc(Br)cn3)(OC1=O)C2(C)C (stereo not given)	-1%	10	-24	-1	5	-0.3%	-5	-3%	3%
Cc1cc(Nc2cccc(Cl)c2)nc2ccc(NC(=O)c3ccc(F)cc3Cl)cc12	-3%	-10	/	1	3	4.2%	-3	-2%	1%
O=S(=O)(NCC1CCCO1)c1ccc(Oc2ccccc2)cc1 (stereo not given)	-1%	-20	5	16	9	0.1%	-6	-1%	2%
Cc1ccc(C)c(S(=O)(=O)N(C)Cc2cccs2)c1	0%	25	-9	9	2	1.1%	/	-11%	0%
COc1cc(C2Nc3ccccc3C(=O)N2c2ccccc2OC)ccc1O (stereo not given)	0%	-5	2	1	10	0.6%	6	-1%	1%
COCCNCCCOc1ccc(C)cc1Br	-3%	4	-9	14	-2	-2.2%	-3	0%	0%
C=CCn1c(SCc2ccc([N+](=O)[O-])cc2)nnc1C(C)NC(=O)c1ccccc1 (stereo not given)	3%	1	-4	1	-1	-0.7%	-8	-4%	0%
CC(=O)NCCc1nc2cc(NC(=O)c3ccc([N+](=O)[O-])cc3)ccc2n1C	-9%	-2	9	3	3	2.9%	-3	16%	-5%
Cc1cc(C)c(C(=O)O)c(CC(C)(C)C(=O)O)c1	-9%	10	-8	1	12	-0.5%	1	-12%	0%
O=C(c1cnc2n(c1=O)CCS2)N1CCc2ccccc21	-1%	25	6	2	6	0.0%	-3	-11%	7%
O=C(COC(=O)c1ccncc1)c1ccc(Cl)c(Cl)c1	-3%	-12	0	8	3	1.2%	-2	11%	1%
COc1ccc2c(c1)CC(C(=O)NCc1ccc(F)cc1)CO2 (stereo not given)	-2%	8	1	1	-11	2.3%	-2	-10%	-1%
CC1CCN(C(=O)CSc2nnc(-c3cccnc3)o2)CC1	-2%	7	4	1	-4	7.6%	-4	-5%	-2%
CC(OC(=O)CNC(=O)c1ccc(Cl)c(Cl)c1)C(=O)N1CCOCC1 (stereo not given)	-5%	4	-6	3	6	-0.1%	0	8%	1%
Cc1cccc(N2CCN(C(=O)CNC(=O)c3cccc([N+](=O)[O-])c3)CC2)c1C	-1%	2	-11	0	-7	-1.5%	-4	-22%	4%
CCC(=O)NC(=S)Nc1ccc(NC(=S)NC(=O)c2ccccc2)cc1	-1%	14	6	6	3	0.2%	8	-16%	-6%
CC1CN(C(=O)c2cccc(COc3ccc(Br)cc3)c2)CC(C)O1 (stereo not given)	-7%	2	-16	3	10	0.3%	2	-2%	-3%
CC(NS(=O)(=O)c1cn(C)c(=O)n(C)c1=O)c1ccccc1 (stereo not given)	-4%	3	0	2	-1	4.5%	-7	-6%	-2%
C[C@@]12C(=O)Nc3ccccc3C(=O)N1[C@H]1c3cc(Br)ccc3OC[C@@H]1[C@@H]2c1ccccc1	-4%	-2	/	5	-3	0.0%	1	-11%	-27%
CCOC(=O)c1c(N)sc2c1CCN(CCc1ccccc1)C2	0%	1	8	1	-9	2.8%	-8	9%	0%
O=C(OCc1cc(=O)n2ccsc2n1)c1ccc(O)cc1O	3%	6	-2	3	15	1.8%	2	-1%	-5%
Cc1cccc2sc(NC(=O)C3CSC4(C)CCC(=O)N34)nc12 (stereo not given)	-4%	-11	8	2	0	1.8%	5	-10%	-15%
Clc1ccc(CNCCC2=CCCCC2)cc1	1%	2	-1	3	-21	1.3%	4	-7%	1%
COc1ccc(C2C(C(=O)c3sc(C)nc3C)=C(O)C(=O)N2CCN(C)C)cc1OC (stereo not given)	-6%	14	-4	0	/	-0.9%	-3	2%	2%
S=C(Nc1ccc2c(c1)OCCO2)Nc1ccccc1Cl	14%	-22	-3	0	1	-0.2%	-8	3%	-1%
C/C(=N\NC(=O)c1cccc(C)c1O)c1ccc(NC(=O)Cc2ccccc2)cc1	-1%	-11	-7	1	-11	-0.3%	-6	3%	-7%
CCOC(=O)/C=C(\C)N1N=C(c2ccccc2)CC1c1ccccc1 (stereo not given)	4%	1	-1	7	2	-0.2%	-2	-16%	-7%
CCn1c(=O)cc(SCC(=O)NCc2ccc(Cl)cc2)c2ccccc21	-4%	15	-1	3	-19	5.1%	-4	-25%	-14%
O=C(COC(=O)[C@H](Cc1c[nH]c2ccccc12)NC(=O)c1ccc(Cl)cc1)Nc1ccc2c(c1)OCO2	0%	-11	6	4	-18	-0.2%	0	-2%	-3%
C=C(C)[C@@H]1CC=C(C(=O)O)CC1	0%	-6	/	7	7	-4.3%	-7	-6%	1%
CN1C(=O)CCC2(c3ccccc3)CC=C(O)C=C12 (stereo not given)	-1%	/	0	/	/	/	/	5%	-1%

Compounds from the list above containing fluorine, in the order listed:
SMILES	Glioma ERSR ind	D1 antagonist	RXFP1 antagonist	D1 ag	D2 PAM	RXFP1 ag	D1 potentiator	Vif-APOBEC3F blk	Vif-APOBEC3G blk
Cc1cc(Nc2cccc(Cl)c2)nc2ccc(NC(=O)c3ccc(F)cc3Cl)cc12	-3%	-10	/	1	3	4.2%	-3	-2%	1%
COc1ccc2c(c1)CC(C(=O)NCc1ccc(F)cc1)CO2 (stereo not given)	-2%	8	1	1	-11	2.3%	-2	-10%	-1%

Structures listed so far that have two or more sulfur atoms, in the order listed:
SMILES	Glioma ERSR ind	D1 antagonist	RXFP1 antagonist	D1 ag	D2 PAM	RXFP1 ag	D1 potentiator	Vif-APOBEC3F blk	Vif-APOBEC3G blk
COc1ccc(S(=O)(=O)N2CCOCC2)cc1NC(=O)c1ccc(SC)cc1OC	-1%	/	-5	/	/	/	/	0%	4%
COc1ccc(CC(=O)NC(=S)Nc2ccc(S(=O)(=O)NC(C)(C)C)cc2)cc1	-3%	-2	3	16	6	3.3%	7	1%	2%
O=C(C1CCCN(S(=O)(=O)c2cccc3nsnc23)C1)N1CC=C(c2ccccc2)CC1 (stereo not given)	-7%	-20	-3	8	13	3.9%	-2	4%	7%
Cc1ccc(C)c(S(=O)(=O)N(C)Cc2cccs2)c1	0%	25	-9	9	2	1.1%	/	-11%	0%
CCC(=O)NC(=S)Nc1ccc(NC(=S)NC(=O)c2ccccc2)cc1	-1%	14	6	6	3	0.2%	8	-16%	-6%
Cc1cccc2sc(NC(=O)C3CSC4(C)CCC(=O)N34)nc12 (stereo not given)	-4%	-11	8	2	0	1.8%	5	-10%	-15%
